Bioassay records deposited in PubChem BioAssay by several laboratories.
ASAP1 inh – inhibitors of human ASAP1 ArfGAP activity. Q9ULH1. ASAP1-stimulated ARF1 GTP hydrolysis, GDP FP detection. inhibition, % at 16.5 µM. 360,000 compounds, 0.19% hits. AID 624377; in the data active means inhibition above about 25%;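 further: 0% = vehicle with enzyme and substrate and 100% = no enzyme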
ARFGAP1 inh – rat ARFGAP1 inhibition. AID 651572. inhibition, % at 16.5 µM. 360,000 compounds, 0.26% hits. Arfgap1-stimulated ARF1 GTP hydrolysis, GDP FP detection. Q62848;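 active means inhibition above a per-plate limit, mean inhibition of low control wells plus 3 SD, cut at about 25% in these data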;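 further: 0% = DMSO wells with enzyme and 100% = wells lacking Arfgap1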
Target sequence (Q62848 1-136 limits assumed): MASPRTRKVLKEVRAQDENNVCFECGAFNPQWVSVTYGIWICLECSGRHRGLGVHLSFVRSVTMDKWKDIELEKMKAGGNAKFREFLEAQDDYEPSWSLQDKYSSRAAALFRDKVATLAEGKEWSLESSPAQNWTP
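System: truncated rat Arfgap1 GAP domain / Benchmarks: high control wells lacking Arfgap1, low control full reaction with DMSO / Times: compound-enzyme preincubation 20 min, reaction 120 min, detection 60 min, 25 °C / Repeats: one replicate per compound / Also added: human ARF1(Δ1-17)-GTP substrate / Measured by: Tracer-displacement fluorescence polarization with EDTA stop, 620/688 nm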
PLC-beta3 inh – inhibitors of human phospholipase C beta3 | Q01970 | Purified PLC-beta3, fluorogenic substrate, fluorescence | inhibition, % at 12.2 µM | 370,000 compounds, 0.18% hits | AID 720704; in the data active means inhibition above about 11%;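 further: 0% = median of compound wells on plate and 100% = full blocker control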
UHRF1 MBD2 ctr – human UHRF1 methylated DNA binding inhibitors; Q96T88; UHRF1 binding to methylated oligo, TR-FRET; inhibition, % at 4.4 µM; 370,000 compounds, 0.75% hits; in the data active means inhibition above about 21%;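 further: UHRF1 SRA domain binding a hemimethylated CpG hairpin DNA probe; 0% = median of test compound wells and 100% = reference inhibitor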
Tn7 DDE FP – inhibitors of Tn7 peptide binding to human fibrin DD(E); FP displacement of FITC-Tn7 peptide from fibrin DD(E); 0% = median of compound wells per plate; inhibition, % at 8.3 µM; 370,000 compounds, 0.13% hits; AID 720508;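 active means inhibition above the mean of compounds falling within the control limits plus 3 SD of them, cut at about 14% in these data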;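 further: 0% = plate median of compound wells and 100% = 10 µM Aha-Tn7 peptide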
Target sequence (P02675 whole entry, looked up): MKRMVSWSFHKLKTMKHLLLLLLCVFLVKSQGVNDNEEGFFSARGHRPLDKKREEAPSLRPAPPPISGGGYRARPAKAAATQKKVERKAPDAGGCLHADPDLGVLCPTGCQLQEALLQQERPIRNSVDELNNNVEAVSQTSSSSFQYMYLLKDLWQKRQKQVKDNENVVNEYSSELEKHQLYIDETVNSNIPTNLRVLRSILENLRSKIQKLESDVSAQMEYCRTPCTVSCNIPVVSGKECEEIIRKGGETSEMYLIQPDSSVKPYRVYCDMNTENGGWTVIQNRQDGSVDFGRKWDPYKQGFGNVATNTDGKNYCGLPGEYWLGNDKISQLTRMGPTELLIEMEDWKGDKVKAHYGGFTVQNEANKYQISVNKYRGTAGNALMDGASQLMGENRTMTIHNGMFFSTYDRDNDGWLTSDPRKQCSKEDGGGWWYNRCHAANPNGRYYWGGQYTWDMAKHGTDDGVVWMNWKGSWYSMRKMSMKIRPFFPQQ
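Assay system: Human clot-derived fibrin DD(E) complex | Buffer or medium: Tris/NaCl/CaCl2 buffer, pH 7.8 | Repeats: One replicate per compound | Benchmarks: Aha-Tn7 high control | Measure: % inhibition scaled between sample-field median and high-control FP | Schedule: 10 min plus 3 h, room temperature | Signal: Fluorescence polarization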
PLCg1 inh – PLC-gamma1 (human) inhibition, primary screen. inhibition, % at 12.2 µM. purified PLC-gamma1, fluorogenic substrate, fluorescence. 370,000 compounds, 0.84% hits; in the data active means inhibition above about 9.5%
NR1D1 modulator – modulates human Rev-erb alpha binding to DNA; Rev-erbα–FITC-DNA binding, fluorescence polarization, 90 min; activity, % at 10 µM; 370,000 compounds, 0.79% hits;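 active means activity above about 14%, limit read from the data; passing the limit was not always enough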;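 further: 0% = DMSO wells with 35 nM protein and 100% = DMSO wells with 750 nM protein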
DDE Tn6 FP inh – inhibitors of Tn6 peptide binding to human fibrin DD(E); 370,000 compounds, 0.21% hits; P02675; inhibition, % at 8.3 µM; Fibrin DD(E) TRITC-Tn6 fluorescence polarization displacement;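 active means inhibition above a per-campaign cutoff: mean of compounds within control limits plus 3 SD, cut at about 15% in these data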;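 further: 0% = median of all compound wells on the plate and 100% = blocking peptide control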
HGIII-sPLA2 inh – Blocks human group III sPLA2 activity; Q9NZ20; QFRET BODIPY PC-A2 liposome hydrolysis, fluorescence; inhibition, % at 12.2 µM; 370,000 compounds, 0.56% hits; AID 743126;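 active means inhibition above mean plus 3 SD of compounds lying within the high and low control bounds, cut at about 19% in these data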;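 further: 0% = median of test compound wells and 100% = no enzyme DMSO wells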
proKLK7 act – activates the human kallikrein-7 zymogen. P49862. purified proKLK7, EDANS-DABCYL substrate fluorescence; 100% is mature enzyme control, 0% vehicle. activation, % at 7 µM. 370,000 compounds, 0.9% hits. AID 652039;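 active means activation above the mean of all tested compounds plus 3 SD, computed per campaign excluding outliers beyond control limits, cut at about 13% in these data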
Target sequence (P49862 whole entry, looked up): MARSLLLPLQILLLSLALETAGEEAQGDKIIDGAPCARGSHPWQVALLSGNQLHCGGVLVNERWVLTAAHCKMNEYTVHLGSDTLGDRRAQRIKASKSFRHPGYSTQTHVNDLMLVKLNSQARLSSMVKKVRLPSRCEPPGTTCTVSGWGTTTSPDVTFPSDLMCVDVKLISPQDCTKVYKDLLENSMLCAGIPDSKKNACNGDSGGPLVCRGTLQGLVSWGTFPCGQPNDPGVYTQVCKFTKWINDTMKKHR
Active calls of the source: *; i = inactive.

#	ASAP1 inh	ARFGAP1 inh	PLC-beta3 inh	UHRF1 MBD2 ctr	Tn7 DDE FP	PLCg1 inh	NR1D1 modulator	DDE Tn6 FP inh	HGIII-sPLA2 inh	proKLK7 act	mol
1	2	-7	0	-4	-2	1	-4	-3	-16	-0.1	CCc1cccc(CC)c1NC(=O)c1cc(CN2C(=O)c3ccccc3C2=O)ccc1OC
2	-2	-14	1	4	5	-2	0	-4	10	-0.3	O=C(NN1C(=O)C2C3C=CC(C3)C2C1=O)c1ccccc1 (stereo unspecified)
3	4	9	3	-2	0	-1	0	1	-4	0.3	Cc1ccc(CNC(=O)CCCCCNC(=O)N2CCn3c2nc2ccccc23)cc1
4	-11	6	-6	-1	-3	-2	1	8	2	-0.4	O=C(CCC(=O)Nc1ccccc1)N/N=C/c1cccnc1
5	-4	-6	0	2	2	0	3	-6	13	-0.8	CCCNC(=O)C1(C)CCN(Cc2cc(-c3ccccc3)on2)C1 (stereo unspecified)
6	-1	8	-11	-1	-3	0	5	-6	8	-0.8	CC1(C)C(C=C(Cl)Cl)C1C(=O)N/N=C/c1ccccc1F (stereo unspecified)
7	-8	6	-9	3	-2	-1	0	4	3	0.2	CCS(=O)(=O)N1CCC(c2nc3ccccc3[nH]2)CC1
8	-3	-7	1	0	-1	-1	-1	8	-3	0.3	Cc1csc(NC(=O)CCC(=O)N(CC(=O)NC2CCCC2)Cc2ccco2)n1
9	-9	5	-1	-4	-3	8	-4	11	-33	0.2	O=C(O)c1ccc(CNS(=O)(=O)c2ccc(Oc3ccccc3Cl)cc2)cc1
10	4	7	1	-1	-6	0	5	4	-1	0.1	O=C(NC1CCCCCC1)C1CCCN1S(=O)(=O)c1cccc2cccnc12 (stereo unspecified)
11	-8	7	-24	9	-9	-11	-1	2	4	-0.1	Cc1cc(/C=C2\SC(=O)N(C)C2=O)c(C)n1-c1cccc(C(=O)O)c1
12	-7	-6	0	2	8	1	3	2	12	0.1	O=C(NCc1ccccc1)c1ccc(NC(=O)C2CC2)cc1
13	-5	-3	-9	-2	7	-3	3	0	-8	-0.6	O=C(NCC(=O)N1CCCC(C(F)(F)F)C1)c1ccc2ccccc2c1 (stereo unspecified)
14	9	7	-6	-2	-6	-1	10	-1	0	0.0	O=C1c2ccccc2C(=O)N1Cc1ccccc1F
15	3	7	1	-19	14	-2	3	-1	-52	0.0	CCc1ccc[n+](-c2[nH]c(=O)sc2/C=N/NC([S-])=Nc2ccccc2)c1
16	0	8	-99	-2	-7	-73	7	-3	-18	1.5	CC1=C(C#N)c2nc(N)c(C#N)c(C)c2/C1=C\c1ccc(OCC(=O)O)c(Cl)c1
17	-1	5	-4	1	5	1	-1	-4	-2	0.4	CN(C)CCCN(C(=O)c1ccc(S(=O)(=O)N2CCCc3ccccc32)cc1)c1nc2ccc(F)cc2s1
18	26*	11	-37	-2	-6	-30	12	-21	-4	-0.3	OCCNc1nc(Nc2ccc(Cl)c(Cl)c2)nc2ccccc12
19	12	8	-7	2	1	1	0	4	6	0.7	O=S(=O)(NNC(=S)NCC1CCCO1)c1cc(Cl)ccc1Cl (stereo unspecified)
20	7	-3	0	0	-4	1	-6	3	1	-0.3	O=C1CC2(CCCC2)CC(=O)N1c1ccccc1
21	2	-3	-1	-1	-1	2	1	5	0	0.2	O=C(CCN1CCN(c2ccccn2)CC1)Nc1ccc(F)cc1
22	8	7	-2	15	1	2	5	5	16	-0.6	O=C1OC(OC(=O)c2ccccc2Br)C(N2CCOCC2)=C1Cl (stereo unspecified)
23	0	-3	-5	2	0	4	0	3	7	-0.4	COc1ccccc1OCC(=O)NC1CC(C)(C)NC(C)(C)C1
24	-9	4	-9	-1	5	-1	-8	0	11	-0.4	CCOc1ccc(NC(=O)CN(C)C(=O)CC2CCCCC2)cc1OCC
25	-6	8	3	-2	-7	0	2	3	2	0.3	CC(C)(C)NC(=O)CSc1nnc(NC(=O)CCn2cnc3ccccc3c2=O)s1
26	-14	16	-1	2	6	2	1	4	-7	0.0	Cc1cc(C(=O)NCCC(c2ccccc2)c2ccccc2)c(C)o1
27	2	5	-4	1	-9	1	0	-3	-7	-0.3	NS(=O)(=O)c1cccc(NC(=O)COC(=O)CSCc2ccccc2)c1
28	7	0	-1	9	1	1	-6	-7	3	0.1	CC(C)NC(=O)c1ccc2c(c1)N(CC(=O)N1CCOCC1)C(=O)C(C)(C)O2
29	-13	1	-3	-1	-3	0	2	2	0	0.8	CCc1c(C)nc(N2CCN(Cc3ccc4c(c3)OCO4)CC2)[nH]c1=O
30	3	1	2	14	1	2	-5	-2	1	-0.1	CCCCCCN1CCN(C2CN(Cc3ccc([N+](=O)[O-])cc3)S(=O)(=O)C2)CC1 (stereo unspecified)
31	-9	-7	-2	-1	1	3	5	-5	3	1.0	O=C(Nc1ccc2c(c1)OCCO2)c1ccc(Cl)cc1Cl
32	-3	-9	3	-1	4	2	7	0	4	-0.3	O=C(COc1coc(CN2CCN(c3ccccc3F)CC2)cc1=O)NC1CCCCC1
33	4	9	0	-4	-6	4	-2	-2	13	0.6	Cc1c(Cl)cccc1NC(=S)NC1CCCC1
34	6	-8	-8	-1	-5	-1	5	-7	-15	0.4	O=C(CCN1C(=O)/C(=C/c2ccccc2F)SC1=S)NCCc1ccc(O)cc1
35	-4	7	2	3	5	4	3	-5	8	0.0	CCOC(=O)C1(CCOC)CCN(Cc2ccc(COC)o2)CC1
36	3	-5	5	2	-1	-1	2	-13	11	0.9	Clc1ccccc1CN1CCN(/N=C/c2ccncc2)CC1
37	1	13	-1	0	-7	6	-5	3	-16	0.2	COc1ccccc1NC(=O)CCC(=O)c1ccc(-c2ccccc2)cc1
38	-7	2	1	-2	5	3	-6	-6	7	0.4	CC1CC=C(c2ccccc2)C(=S)N1 (stereo unspecified)
39	-3	6	-6	15	-1	1	4	1	1	0.0	O=C(c1cc(Cl)cc(Cl)c1)N1CCN(c2cc(C(F)(F)F)nc3ccccc23)CC1
40	-1	-4	3	25*	-2	2	-6	-2	2	-0.1	COc1ccccc1C(=O)NCC(=O)N/N=C/c1ccc([N+](=O)[O-])cc1
41	9	9	-9	3	1	0	0	0	-15	0.3	COc1ccc(C2(c3ccc(OC)cc3)NC(=O)N(CC(=O)Nc3ccc(OC)c(OC)c3)C2=O)cc1
42	3	-8	2	1	0	6	2	-3	-3	1.6	CCOC(=O)C1=C(C(=O)OCC)C2N(Cc3ccc(C(F)(F)F)cc3)c3ccccc3[C@@]23C[C@@H](C(=O)OC)N(S(=O)(=O)c2ccccc2C)C3=N1 (stereo partly specified)
43	-6	-7	-1	-4	10	0	0	6	-3	-0.4	CC(=O)Nc1cccc(-n2c(=O)n(Cc3ccccc3)c(=O)c3[nH]cnc32)c1
44	14	7	-9	-3	-1	-6	-13	1	7	1.1	COc1ccccc1NC(=O)c1cc2ccccc2o/c1=N\O
45	-13	12	1	-2	-3	3	24*	-3	7	0.6	Cc1cc(C)c(C#N)c(SCCS(=O)(=O)c2ccc(C(C)(C)C)cc2)n1
46	3	15	-21	3	3	-19	4	-7	7	1.3	CN(C)c1cc(C(F)(F)F)nc(-c2ccccn2)n1
47	4	-3	-9	0	1	-1	-4	-2	12	0.1	Nc1c(C(=O)CSc2nncn2-c2ccccc2)c(=O)[nH]c(=O)n1C1CC1
48	12	4	2	-4	-6	3	-6	-9	-4	-0.3	O=C(Cn1nnc(-c2ccccc2)n1)Nc1ccccc1N1CCOCC1

Values by screen from the list:
NR1D1 modulator for nos. 41–48, in order: 0, 2, 0, -13, 24*, 4, -4, -6
ARFGAP1 inh for nos. 41–48, in order: 9, -8, -7, 7, 12, 15, -3, 4
Tn7 DDE FP for nos. 41–48, in order: 1, 0, 10, -1, -3, 3, 1, -6

Next entries follow:
#	ASAP1 inh	ARFGAP1 inh	PLC-beta3 inh	UHRF1 MBD2 ctr	Tn7 DDE FP	PLCg1 inh	NR1D1 modulator	DDE Tn6 FP inh	HGIII-sPLA2 inh	proKLK7 act	mol
49	-4	-5	1	18	3	-2	3	-2	1	-0.6	CC1=C(C#N)C(NC(=O)C2CCCCC2)(C(F)(F)F)C(=O)N1 (stereo unspecified)
50	-6	10	5	-6	2	2	2	-2	-2	0.3	Cc1cccc(Nc2n[nH]c(C)c2[N+](=O)[O-])c1
51	13	6	1	6	-2	1	-2	-7	3	0.9	CCOC(=O)CNC(=O)CN1C(=O)CCSc2ccccc21
52	11	7	-1	-1	0	3	0	2	8	-0.1	Cc1c(Cl)cccc1NC(=O)CCN1CCOCC1
53	-14	1	i	-5	0	i	-4	-1	-1	-50	O=C(Cc1ccccc1)Nc1ccc2oc(-c3ccncc3)nc2c1
54	-6	-6	-3	1	0	1	-6	-2	9	0.1	CCOC(=O)C1=C(N)N(c2ccccc2)C2=C(C(=O)CCC2)C1c1cccnc1 (stereo unspecified)
55	-1	7	0	2	4	3	1	6	3	-0.3	COc1cccc(/C(C)=N/NS(=O)(=O)c2ccc(Cl)cc2)c1
56	-7	10	-72	-1	4	-58	-1	4	5	0.3	O=C(CN1CCCCC1)Nc1nnc(-c2ccc([N+](=O)[O-])cc2)s1
57	10	7	i	-12	23*	i	-2	7	-25	89*	O=c1ccc2cc3c4c(c2o1)CCCN4CCC3
58	-6	-3	2	1	-3	2	2	2	8	0.1	COc1ccc(CCn2nnnc2C(c2ccccc2)N2CCN(C)CC2)cc1OC (stereo unspecified)

This is a random part of the collection; 4.5% or so of the library scored in one or more.
